High-throughput results (PubChem BioAssay)
OX1R antag – OX1R (human) antagonism; actives 1.8% (n = 330,000); AID 485270; inhibition, % at 6.6 µM; O43613; OX1R-expressing cells, FRET antagonist read-out; in the data active = inhibition mostly above about 38%, no sharp cut-off; inactive = mostly below about 40%;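 note: 0% = agonist challenge alone and 100% = reference antagonist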
Target sequence (O43613 whole entry, looked up): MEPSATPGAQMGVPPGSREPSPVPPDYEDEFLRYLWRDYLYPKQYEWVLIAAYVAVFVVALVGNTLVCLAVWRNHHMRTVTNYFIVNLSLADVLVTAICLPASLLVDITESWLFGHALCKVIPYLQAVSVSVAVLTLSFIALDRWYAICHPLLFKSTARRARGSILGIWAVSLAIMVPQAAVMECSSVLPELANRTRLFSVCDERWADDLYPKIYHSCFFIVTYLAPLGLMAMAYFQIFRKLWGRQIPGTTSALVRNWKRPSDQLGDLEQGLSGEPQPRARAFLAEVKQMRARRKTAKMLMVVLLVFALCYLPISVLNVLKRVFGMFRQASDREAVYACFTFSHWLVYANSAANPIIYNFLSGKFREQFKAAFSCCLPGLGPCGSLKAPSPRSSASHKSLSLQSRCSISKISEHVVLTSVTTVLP
KCNQ2 inh – KCNQ2 channel blockers in CHO-K1 cells – cell-based, FluxOR thallium flux, B-score, primary screen (AID 2156) | O88943 | 20 min; stronger effect = lower value | B-score at 10 µM | actives 1.1% (n = 310,000);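 active = fluorescence ratio B-score at most minus 3 library SDs, with starting brightness B-score within 2 library SDs, cut at about -5.5 in these data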
STK33 kinase inh – human STK33 kinase inhibition; AID 2661; purified STK33, MBP phosphorylation, ADP-Glo luminescence; actives 0.073% (n = 320,000); Q9BYT3; inhibition, % at 10 µM;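 active = inhibition at or above 25%, using the most active replicate where run in duplicate; inactive = inhibition below 25%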
Target sequence (Q9BYT3 whole entry, looked up): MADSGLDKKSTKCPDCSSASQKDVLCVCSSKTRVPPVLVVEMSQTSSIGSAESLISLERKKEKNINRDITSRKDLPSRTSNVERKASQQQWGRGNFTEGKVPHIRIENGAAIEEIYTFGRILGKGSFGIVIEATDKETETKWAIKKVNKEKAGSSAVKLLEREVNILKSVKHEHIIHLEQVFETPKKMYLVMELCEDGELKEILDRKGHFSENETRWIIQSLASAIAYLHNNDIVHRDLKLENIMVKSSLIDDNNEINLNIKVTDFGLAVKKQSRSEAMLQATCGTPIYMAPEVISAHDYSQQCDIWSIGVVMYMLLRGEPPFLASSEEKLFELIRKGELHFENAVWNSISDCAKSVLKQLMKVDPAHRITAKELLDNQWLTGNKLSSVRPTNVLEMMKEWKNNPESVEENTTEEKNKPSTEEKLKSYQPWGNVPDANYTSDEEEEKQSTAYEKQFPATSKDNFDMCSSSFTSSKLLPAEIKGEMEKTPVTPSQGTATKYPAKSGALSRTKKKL
Starred values were filed as active, the others as inactive; i = inactive; / = not tested or not shown.

SMILES	OX1R antag	KCNQ2 inh	STK33 kinase inh
O=C(c1cccc(C(F)(F)F)c1)C1CCCN(Cc2ccc(OCCO)cc2)C1 (stereo not given)	35	i	-0.2
Cc1ccc(Sc2ccc([N+](=O)[O-])cc2[N+](=O)[O-])nc1	47	i	-1.7
Cc1ccc(-c2nc(CN(Cc3c(C)nn(C)c3C)C(C)C)c(C)o2)o1	-1	i	-1.1
C=CCOc1nc2c(c(=O)n(Cc3ccc(Cl)cc3)c(=O)n2C)n1C	5	i	-1.4
N#Cc1ccsc1NC(=O)C1CCN(S(=O)(=O)c2cccs2)CC1	5	i	0.4
CC(Oc1ccc(Br)cc1)C(=O)Nc1ccc(S(=O)(=O)Nc2nccs2)cc1 (stereo not given)	7	i	-2.3
CC(=O)OCC(=O)[C@@]12OC3(CCCC3)O[C@@H]1C[C@H]1[C@@H]3CCC4=CC(=O)C=C[C@]4(C)[C@@]3(F)[C@@H](O)C[C@@]12C	6	i	-2.0
CCOC(=O)CC(=O)NC(CC(=O)OC)c1ccc(C(C)C)cc1 (stereo not given)	-9	i	-0.2
O=Nc1c(O)n(Cc2ccc(Cl)cc2)c2ccccc12	7	i	-2.0
COC(=O)c1ccccc1N=Nc1c(N)n[nH]c1N	8	i	5.8
CCNc1nc(NCc2ccccc2)nc(SCC(N)=O)n1	22	i	-1.1
COc1ccc(C(C(=O)NC2CCCC2)N(C(=O)c2snc(-c3ccc(F)cc3)c2N)c2cccc(F)c2)cc1 (stereo not given)	7	i	-2.1
CSc1ccc(CN(C)C(=O)CNC(=O)c2ccc3c(c2)OCO3)cc1	9	i	-1.3
COc1ccc(NC2CCCN(C(=O)c3cccc(C)n3)C2)cc1OC (stereo not given)	26	i	/
COc1cccc(Nc2c(Nc3cccc(OC)c3)c(=O)c2=O)c1	10	i	-0.5
COc1ccc(-c2cn3cc(C)ccc3n2)cc1F	15	i	-1.4
Cc1cc(C)cc(NC(=S)N2CCC(NC(=O)c3ccc(F)cc3)CC2)c1	12	i	-1.2
O=C(NC(=S)NC1CCS(=O)(=O)C1)c1ccccc1F (stereo not given)	18	i	-0.1
COc1ccc(C)cc1NC(=O)C1CCC(CNc2c(N3CCOCC3)c(=O)c2=O)CC1 (stereo not given)	5	i	-1.8
N/C(=N\OC(=O)Nc1ccccc1)c1cccc(C(F)(F)F)c1	9	i	-2.7

3 of the compounds above, comma-delimited.
SMILES,OX1R antag,KCNQ2 inh,STK33 kinase inh
COc1ccc(NC2CCCN(C(=O)c3cccc(C)n3)C2)cc1OC (stereo not given),26,i,/
COc1cccc(Nc2c(Nc3cccc(OC)c3)c(=O)c2=O)c1,10,i,-0.5
COc1ccc(-c2cn3cc(C)ccc3n2)cc1F,15,i,-1.4

The list goes on.
SMILES	OX1R antag	KCNQ2 inh	STK33 kinase inh
Nc1nc(N)c2c(n1)CCCC2	7	i	-0.7
Cc1ccc(Nc2nc(=O)c3cccnc3s2)cc1	-2	i	-3.8
Cc1ccc(C2C(C#N)=C(N)Oc3n[nH]c(-c4cccs4)c32)s1 (stereo not given)	18	i	1.3
Cc1ccc(S(=O)(=O)NCCC(=O)OCn2nnc3ccccc3c2=O)cc1	13	i	-0.7
CCn1c2ccccc2c2cc(NC(=O)C3CCN(S(=O)(=O)c4cccs4)CC3)ccc21	3	i	-1.1
COc1ccc(C(=O)N2CCN(c3ccccc3)CC2)cc1S(=O)(=O)N1CCCC1	-5	i	-1.4
C=CCN=C1CC(C)(C)CC(=O)/C1=C(\O)CCCN1C(=O)c2ccccc2C1=O	23	i	-0.4
O=C(Nc1ccc(F)c(Cl)c1)C1CCCC1	0	i	-0.6
CN(C)S(=O)(=O)c1ccc(C(=O)Nc2nnc(SCc3ccccc3)s2)cc1	16	i	-3.1
CC(C)N=C(NC#N)SCc1ccccc1	19	i	-0.8
c1coc(C2=NCCc3ccccc32)c1	17	i	-1.2
COC(=O)[C@H](NC(=O)c1cc(-c2ccccc2)nc2ccccc12)c1ccccc1	36	i	0.3
Cc1c(Nc2nc3ccccc3nc2N2CCN(c3ccccc3)CC2)c(=O)n(-c2ccccc2)n1C	11	i	-1.8
Cc1ccc(N(CC(=O)N2CCN(c3ccccc3F)CC2)S(=O)(=O)c2c(C)noc2C)cc1	6	i	-0.3
COC(=O)[C@H](Cc1ccccc1)NC(=O)NCCc1ccc(F)cc1	32	i	-2.5
COc1ccccc1-c1noc(-c2ccco2)n1	20	i	0.7
O=c1[nH]cnc(O)c1C(c1ccc2c(c1)OCO2)c1c(O)nc[nH]c1=O	35	i	/
Cc1cc(NC(=O)C(C)C)n(-c2nc3ccccc3s2)n1	11	i	-0.1
O=C(NCCc1ccccc1)c1ccc2c(c1)S(=O)(=O)N=C1CCCCCN12	4	/	0.8
CC(=O)c1cccc(NC(=O)NNC(=O)c2ccc3ccccc3c2)c1	3	i	-1.6

The closing seven compounds of the part above lead into the next.
SMILES	OX1R antag	KCNQ2 inh	STK33 kinase inh
Cc1ccc(N(CC(=O)N2CCN(c3ccccc3F)CC2)S(=O)(=O)c2c(C)noc2C)cc1	6	i	-0.3
COC(=O)[C@H](Cc1ccccc1)NC(=O)NCCc1ccc(F)cc1	32	i	-2.5
COc1ccccc1-c1noc(-c2ccco2)n1	20	i	0.7
O=c1[nH]cnc(O)c1C(c1ccc2c(c1)OCO2)c1c(O)nc[nH]c1=O	35	i	/
Cc1cc(NC(=O)C(C)C)n(-c2nc3ccccc3s2)n1	11	i	-0.1
O=C(NCCc1ccccc1)c1ccc2c(c1)S(=O)(=O)N=C1CCCCCN12	4	/	0.8
CC(=O)c1cccc(NC(=O)NNC(=O)c2ccc3ccccc3c2)c1	3	i	-1.6
Cn1nc(C(=O)N2CCN(c3ccccc3)CC2)c2c1-c1ccccc1S(=O)(=O)C2	12	i	0.1
COc1ccc(CCNc2nc(Cl)nc(NC(C)(C)CO)n2)cc1OC	13	i	-1.6
CCc1nc(SCC(N)=O)c2c(=O)n(C)c(=O)n(C)c2n1	9	i	-1.0
COc1ccccc1CC(=O)OCC(=O)N1CCN(c2ccc(F)cc2)CC1	2	/	-0.8
CC(C)(O)[C@@H]1CC[C@@](C)(C2CC[C@]3(C)C2[C@H](O)CC2[C@@]4(C)CC[C@H](O)C(C)(C)C4[C@@H](O[C@H]4O[C@@H](CO)[C@H](O)[C@@H](O)[C@@H]4O[C@@H]4O[C@H](CO)[C@@H](O)[C@H](O)[C@H]4O)C[C@]23C)O1 (stereo in doubt)	2	/	0.8
CCN(CC)CCN1C(=O)C(O)=C(C(=O)c2cccs2)C1c1ccccn1 (stereo not given)	15	i	1.2
CN(CC(=O)Nc1ccc(F)c(F)c1)S(=O)(=O)c1cccc2cccnc12	35	i	-2.2
Cc1ccnc(NC(=O)c2ccc(OCC3CCCO3)cc2)c1 (stereo not given)	9	i	8.1
CC1CCN(CCCN2C(=O)C3C(C(=O)Nc4cccc(Cl)c4)C4C=CC3(O4)C2C(=O)NC2CCCCC2)CC1 (stereo not given)	8	i	-0.2
C=CCSc1ncnc2sc(C)c(C)c12	22	i	-2.1

Record cards, from the list above.
`CCN(CC)CCN1C(=O)C(O)=C(C(=O)c2cccs2)C1c1ccccn1` (stereo not given) is listed with OX1R antag: 15; KCNQ2 inh: i; STK33 kinase inh: 1.2
`COc1ccccc1CC(=O)OCC(=O)N1CCN(c2ccc(F)cc2)CC1` is listed with OX1R antag: 2; KCNQ2 inh: /; STK33 kinase inh: -0.8

Other entries
SMILES	OX1R antag	KCNQ2 inh	STK33 kinase inh
CC(C)(C)N(NC(=O)c1ccccc1)C(=O)c1cccc(C(=O)N(NC(=O)c2ccccc2)C(C)(C)C)c1	16	i	0.1
COc1cccc(NC(=O)c2nc(SC)ncc2Cl)c1	27	i	-1.8
COc1ccc(CCNC(=O)c2cccc(S(=O)(=O)N3CCOCC3)c2)cc1OC	-3	/	0.0
Cc1cccc(OCCCSc2nc3ccc(C)cc3[nH]2)c1	24	i	0.2
CCN1CCN(C(=O)CN(CCc2ccccc2)S(C)(=O)=O)CC1	34	i	-0.5
Cc1ccc(-c2[nH][nH]c(=O)c(=O)c2N=Nc2ccccc2)cc1	8	i	0.4
COC(=O)c1ccccc1COn1c(=O)c(C)[n+]([O-])c2ccccc21	24	i	0.1
COc1ccc2[nH]c(C(=O)N3CCc4ccccc4C3)c(C)c2c1	4	i	1.8
CC(C)/C=N/NC(=O)c1cccc(N2CCCC2=O)c1	15	i	3.4
CCC1(c2ccc(F)cc2)NC(=O)N(CC(=O)N2c3ccccc3CC2C)C1=O (stereo not given)	5	/	-1.5
Cc1ccc(Cl)cc1NC(=O)COc1ccccc1	9	i	-1.0
COc1cc(/C=N/N(c2ccccc2)c2ccccc2)ccc1O	5	i	-0.1
COc1ccc(Cl)cc1C(=O)NNC(=O)CNC(=O)c1ccco1	6	/	0.6
CN(C)c1ccc(NC(=O)Cn2c(=O)n(Cc3ccccc3)c(=O)c3ccccc32)cc1	9	i	-0.3
Cn1c(COc2ccccc2)nnc1SCCSc1nnc(COc2ccccc2)n1C	-5	i	0.3
CC(C)Cn1c(N)c(C=O)c(=O)n(C)c1=O	7	i	0.5
O=C1CN(C(=O)c2ccco2)C(c2ccccc2)c2cc(Cl)ccc2N1 (stereo not given)	15	i	0.4
O=C1c2cccc3cc([N+](=O)[O-])cc(c23)C(=O)N1CC1CCCO1 (stereo not given)	60*	i	0.2
CCc1c(C)nc(SCC(=O)NC2CCCC2)[nH]c1=O	9	i	-0.3
Cn1c2c(c(=O)n(C)c1=O)C(c1ccc(F)cc1)C(C#N)=C(N)O2 (stereo not given)	34	i	-0.6
CCN(C(=O)COc1ccc2ccc(=O)oc2c1)C1CCCCC1	6	/	0.8
CCn1c(=O)c(C(=O)NNC(=O)c2ccccc2F)c(O)c2ccccc21	13	i	-1.2
COc1ccc(-c2nc(NC(=O)C3CCN(c4nc5ccccc5o4)CC3)sc2C)cc1	24	i	0.4
CCOC(=O)COc1ccc2c3c(c(=O)oc2c1C)CCC3	15	i	0.3
O=C(Nc1nccs1)c1ccc(Cl)c(S(=O)(=O)N2CCOCC2)c1	11	i	3.1
CC1(C)Cc2c(sc3nc(-c4cc5ccccc5o4)n(N)c(=O)c23)CO1	26	i	0.0
O=C(NCCCN1CCOCC1)c1sc2ccccc2c1Cl	10	i	0.5
Cc1nn(CC(=O)NCC2CCCO2)c(C)c1[N+](=O)[O-] (stereo not given)	6	i	-0.8
Cc1cc(C)nc(/N=C2\NC(=O)CC(C(=O)O)N2c2ccc(F)c(Cl)c2)n1 (stereo not given)	8	i	-1.2
Cc1cccc(-c2oc3ccc(-c4ccc5c(c4)OCO5)cc3c2/C=C/c2ccc(N)cc2)c1	7	i	-0.1
CNC(=O)NNC(=O)c1onc(-c2c(Cl)cccc2Cl)c1C(=O)OC	4	i	-1.3
COc1cc2[nH]c(C(=O)N3CCc4ccccc43)cc2c(OC)c1OC	6	i	1.3
Cc1cc(C)nc(NS(=O)(=O)c2ccc(CC(C)C)cc2)c1	5	i	0.2
NS(=O)(=O)c1cccc(NS(=O)(=O)c2ccc(/C=C/C(=O)OCC(=O)c3ccc(Br)cc3)cc2)c1	4	i	1.0
O=C(O)c1cn(-c2ccccc2)c(=O)c2ccccc12	20	i	-2.1
COc1ccccc1N(Cc1ccccc1)S(=O)(=O)c1cccc(C(=O)O)c1	27	i	-1.3
COc1ccc(NC(=S)NCc2cccnc2)cc1OC	-3	i	-0.5
CC(C)(CCl)C(=O)Nc1ccc(Sc2ccc(F)cc2)cc1	22	i	-1.7
COc1cc(C)c(COc2ncnc3ccccc23)cc1OC	23	i	-0.5
COc1cccc(CN=CC2=C(O)CC(C)(C)CC2=O)c1OC	11	i	-2.2
CCCc1nnc(NC(=O)C2CCN(C(=O)C3CC(=O)N(c4ccc(C)cc4)C3)CC2)s1 (stereo not given)	5	i	-0.1
CSc1nc2sc3c(c2c(=O)n1CC(C)C)CC(C)(C)OC3	20	i	0.0
CC(C)OC(=O)CSc1nnc2n1C(C)(C)Cc1ccccc1-2	19	i	-0.9
CCn1c(Cc2ccccc2)nnc1SCC(=O)Nc1ccc(N2CCOCC2)c(Cl)c1	8	i	1.2
CCOC(=O)c1nn(-c2ccc(C)cc2)c(=O)cc1OCC(=O)Nc1ccc(OC)cc1	19	i	/
Cc1ccc(C(=O)OCC(=O)NC(C)c2ccccc2)cc1C (stereo not given)	6	/	-1.9
O=C(O)COc1ccccc1/C=N/NC(=O)CSc1nc2ccccc2c(=O)n1-c1ccc(Cl)cc1	12	i	-2.2
COC(=O)c1ccc(NC(=O)COc2ccc(S(=O)(=O)N3CCCCC3)cc2)cc1	5	i	/
CSCCCNC(=S)Nc1ccc(N2CCOCC2)cc1	27	i	0.1
CC(C)Cc1nnc(NC(=O)C2CC(=O)N(c3ccc4c(c3)OCCO4)C2)s1 (stereo not given)	2	/	1.0
(cont.)
SMILES	OX1R antag	KCNQ2 inh	STK33 kinase inh
CC(=O)Nc1ccc(S[C@@H](CCN2CC[C@H](C(C)(C)C)CCC2=O)c2ccccc2)cc1	10	/	0.8
Cc1cc(C(=O)NNC(=S)NC2CCCCC2)cs1	2	i	-0.7
Cn1c(-c2ccccc2)cnc1NCc1cccc([N+](=O)[O-])c1	13	i	-0.8
CCCOc1ccc(N2C(=O)CC(N(CCc3ccc(OC)cc3)C(=O)c3cccc(F)c3)C2=O)cc1 (stereo not given)	10	i	-0.2
COc1cc(C2C(C(=O)c3cccs3)=C(O)C(=O)N2CCN2CCOCC2)cc(OC)c1OC (stereo not given)	2	i	-1.7

An excerpt of these results, in CSV form:
SMILES,OX1R antag,KCNQ2 inh,STK33 kinase inh
Cn1c(-c2ccccc2)cnc1NCc1cccc([N+](=O)[O-])c1,13,i,-0.8
CCCOc1ccc(N2C(=O)CC(N(CCc3ccc(OC)cc3)C(=O)c3cccc(F)c3)C2=O)cc1 (stereo not given),10,i,-0.2
COc1cc(C2C(C(=O)c3cccs3)=C(O)C(=O)N2CCN2CCOCC2)cc(OC)c1OC (stereo not given),2,i,-1.7
